High-throughput results: PubChem, Sanford-Burnham Center for Chemical Genomics
A3G deaminase – APOBEC3G (human) deaminase inhibition | recombinant A3G, ssDNA deamination FAM/TAMRA fluorescence | inhibition, % at 20 µM | 330,000 compounds, 0.28% hits | AID 493012;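 active means inhibition of at least 40% at 20 µM, with no more than 30% in the related APOBEC3A deaminase screen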;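 further: plate controls were DMSO wells with A3G for no effect and wells lacking A3G enzyme for full effect; some compounds called inactive have numbers as strong as hits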
hIAP activ – increases human intestinal alkaline phosphatase activity; P09923; purified human IAP, CDP-Star luminescence, 30 min; stronger effect = higher value; 1 = vehicle-only enzyme, 0 = enzyme-free background; activation factor at 10 µM; 330,000 compounds, 0.16% hits; AID 2524;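 active means activation factor of the enzyme at least 2-fold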; further: the source names both 10 and 20 µM as test concentration; values of inactives mirror those of a sister screen read the other way
Target sequence (P09923 whole entry, looked up): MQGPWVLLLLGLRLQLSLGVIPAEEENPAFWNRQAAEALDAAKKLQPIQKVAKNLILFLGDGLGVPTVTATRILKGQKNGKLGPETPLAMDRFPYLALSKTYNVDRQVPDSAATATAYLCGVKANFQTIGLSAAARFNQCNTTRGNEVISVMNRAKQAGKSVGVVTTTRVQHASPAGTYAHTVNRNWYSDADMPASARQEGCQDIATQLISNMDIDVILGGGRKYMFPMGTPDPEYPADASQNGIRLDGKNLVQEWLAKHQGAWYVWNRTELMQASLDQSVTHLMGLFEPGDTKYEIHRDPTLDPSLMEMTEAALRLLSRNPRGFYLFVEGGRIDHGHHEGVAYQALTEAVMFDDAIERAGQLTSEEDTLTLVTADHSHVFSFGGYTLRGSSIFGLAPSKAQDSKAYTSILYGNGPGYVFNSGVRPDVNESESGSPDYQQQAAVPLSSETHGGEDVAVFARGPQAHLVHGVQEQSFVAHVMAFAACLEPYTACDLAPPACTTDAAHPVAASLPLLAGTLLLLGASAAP
A3A deaminase – inhibitors of human APOBEC3A DNA deaminase; P31941; recombinant A3A, FAM/TAMRA ssDNA deamination fluorescence; inhibition, % at 20 µM; 330,000 compounds, 0.41% hits; AID 493011;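 active means at least 40% inhibition at 20 µM here, with at most 30% in a related deaminase screen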;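 further: plate controls were A3A with DMSO for no effect and wells lacking A3A enzyme for full effect; some results filed as inactive read as strong as hits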
Target sequence (P31941 whole entry, looked up): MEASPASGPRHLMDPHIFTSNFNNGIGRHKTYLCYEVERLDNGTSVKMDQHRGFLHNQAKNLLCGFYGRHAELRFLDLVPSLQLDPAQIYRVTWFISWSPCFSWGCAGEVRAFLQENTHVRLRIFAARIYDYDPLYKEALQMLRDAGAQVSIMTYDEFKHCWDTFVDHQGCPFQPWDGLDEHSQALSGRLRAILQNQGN
mIAP activ – increases mouse intestinal alkaline phosphatase activity; muIAP, CDP-Star luminescence, 30 min; stronger effect = higher value; 1 = vehicle-only enzyme signal, 0 = enzyme-free wells; activation factor at 10 µM; 330,000 compounds, 0.24% hits; AID 2805;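 active means activation factor of at least 2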; further: the source names both 10 and 20 µM as test concentration; values of inactives mirror those of a sister screen read the other way
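Assay system: mouse IAP enzyme; reagent: chemiluminescent substrate CDP-Star; dosing: test compounds delivered from DMSO solution; schedule: 30 min at room temperature; measured by: luminescence from enzymatic CDP-Star hydrolysis; controls: DMSO-only wells and no-enzyme negative control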
beta cell repl – inducers of beta-cell replication in MIN6 cells; MIN6 cells proliferation, ATPlite luminescence, 48 h; cells starved in 0.2% serum; 100% = growth in 10% serum; 330,000 compounds, 0.29% hits; proliferation, % at 10 µM;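 active means compounds whose signal lies at least 3.5 SD above the mean of all wells on their plate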;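 further: 0% = DMSO-treated cells in low-serum medium and 100% = 10% serum control; some compounds called inactive have numbers as strong as hits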
MPTP inh – blocks calcium-induced mitochondrial swelling; isolated mouse mitochondria, Ca2+ swelling absorbance, 30 min; inhibition, % at 10 µM; 360,000 compounds, 1.4% hits;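 active means inhibition of 50% or more, scaled per plate between neutral and stimulator controls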;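 further: 0% = DMSO wells given calcium and 100% = 1 mM EGTA wells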
mIAP block – blocks mouse intestinal alkaline phosphatase. purified mouse IAP, CDP-Star luminescence, 30 min. inhibition, % at 10 µM. 330,000 compounds, 0.2% hits;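 active means inhibition of at least 40% at 10 µM in the primary screen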;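 further: plate controls were DMSO with enzyme for no effect and no enzyme wells for full effect; values of inactives mirror those of a sister screen read the other way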
hIAP inh – human IAP inhibition | purified IAP, CDP-Star luminescence, 30 min | AID 2544 | inhibition, % at 10 µM | P09923 | 330,000 compounds, 0.12% hits;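 active means inhibition reaching a set limit with compound at 10 µM in the primary screen, cut at about 35% in these data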;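 further: plate controls were DMSO wells with enzyme for no effect and no-enzyme buffer wells for full effect; values of inactives mirror those of a sister screen read the other way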
GRIN3A LBD mod – modulators (binders) of human NR3A ligand-binding domain; NR3A LBD differential scanning fluorimetry, Tm shift; 0% = protein alone, 100% = glycine-bound protein; Tm shift relative to glycine control, % at 25 µM; 340,000 compounds, 2.5% hits;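 active means melting temperature shift of at least 10% of the positive control shift, at one fixed dose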
Active calls of the source: *; nt = not tested or not shown.

Molecule	A3G deaminase	hIAP activ	A3A deaminase	mIAP activ	beta cell repl	MPTP inh	mIAP block	hIAP inh	GRIN3A LBD mod
Cc1ccc(NC(=O)C(c2ccccc2)N2CCN(CC(=O)NC3CC3)CC2)cc1 (centres undefined)	-9	0.92	-1	0.94	0	-1.9	6	8	1
COc1ccc(S(=O)(=O)NCc2ccc(C(=O)NCCCN3CCCC(C)C3)cc2)cc1 (centres undefined)	0	1.4	6	1.1	-1	0.3	-7	-42	-2
COc1ccc2c(Cl)c(-c3nnco3)sc2c1	-4	1.3	0	0.98	2	0.4	2	-29	2
Cc1ccc(N(Cc2ccccc2)C(=O)c2cccc(F)c2)cc1	-7	1.1	0	0.94	-1	1.1	6	-7	1
Cc1ccc([C@@H]2[C@@H]3C(=O)N(C)C(=O)[C@@H]3[C@]3(C)C(=O)N(Cc4ccc(-c5ccccc5)cc4)CC(=O)N23)o1	-10	0.8	-3	0.95	-1	0.6	5	20	-1
Cc1ccc(NC(=S)N(CCN(C)C)Cc2cc3cc(C)cc(C)c3[nH]c2=O)cc1	-3	0.93	3	0.98	0	-0.1	2	7	-4
CCOC(=O)c1ccccc1NCN1C(=O)CSC1=O	-6	0.97	-3	1	-1	-0.4	-1	3	-1
CC1Cc2ccccc2N1C(=O)CCNS(=O)(=O)c1ccc2c(c1)CCC(=O)N2 (centres undefined)	-2	1.2	1	0.99	-2	0.6	1	-24	3
COc1ccc(N2CCN(C(=O)[C@@H](NC(=O)c3cc(OC)cc(OC)c3)C(C)C)CC2)cc1	-4	1.2	-3	1.2	-1	0.3	-16	-25	-1
CN(C)/C=C/C(=O)c1ccc2noc(-c3ccc(F)cc3)c2c1	1	0.98	-6	0.94	-4	0.0	6	2	-2
CSc1ncccc1C(=O)OCC(=O)c1ccc(Br)s1	1	0.91	0	0.99	-3	-0.4	0	9	-4
COC(=O)c1cc(Cl)c(NC(=O)c2ccco2)cc1OC	-5	0.93	0	0.95	4	-2.5	5	7	2
O=C(CC(C(=O)O)c1ccccc1)Nc1ccccc1 (centres undefined)	-7	1	-2	1	0	-1.6	-2	-2	0
CC(=O)N(C(C)=O)N1C(=O)c2cccc3c(N4CCOCC4)ccc(c23)C1=O	-5	1.1	0	0.97	-3	-0.6	3	-10	3
COc1ccccc1N(C)S(=O)(=O)c1ccc(Cl)c(C(=O)NCc2cccnc2)c1	-11	0.94	0	0.9	2	-2.3	10	6	-1
Cc1cccc(C)c1OCc1nnc(SCC(=O)Nc2cccc(C(=O)N3CCOCC3)c2)n1C	-8	0.95	1	1.1	-2	0.3	-10	5	2
Cc1c(C)c2ccc(OCC(=O)NCCCn3ccnc3)c(C)c2oc1=O	-9	0.77	-5	0.95	4	-2.6	5	23	-3
CS(=O)(=O)c1nc(S(=O)(=O)c2ccc(Cl)cc2)c(N2CCC3(CC2)OCCO3)s1	-7	0.93	-4	0.94	-1	-0.7	6	7	2
Cc1ccc(C)c(NC(=O)CS(=O)(=O)c2cccc3nsnc23)c1	5	0.9	8	0.88	-1	0.6	12	10	-2
O=C(Nc1cc(C(F)(F)F)ccc1N1CCOCC1)C1CC1	-8	0.99	-1	1.1	0	-0.7	-11	1	-1
CCOC(=O)Cc1nnc(NC(=O)c2ccccc2OCC)s1	-2	1	-16	1	-3	-2.6	-3	-4	2
COc1ccc(Cl)cc1NC(=O)CNc1ccccc1N1CCOCC1	-3	0.98	-2	0.98	0	-1.5	2	2	1
COCc1c(Br)c(C)nc2sc3c(=O)[nH]nnc3c12	-9	1.1	-4	0.99	-1	-0.4	1	-9	6
CCOc1ccc2nc(N3CCOCC3)nc(C)c2c1	-4	0.83	-2	1.1	-4	1.9	-12	17	-1
c1ccc2c(NCC3CCCO3)nc(N3CCOCC3)nc2c1 (centres undefined)	-3	1.1	-3	1	-2	-1.9	-1	-6	0
O=S(=O)(c1ccc(Cl)c2ccccc12)N1CCCC1	2	1.2	0	1.2	-1	1.0	-20	-16	-1
COc1cc(OC)nc(NC(=O)NS(=O)(=O)c2ccc(OC(F)(F)F)cc2)n1	1	1	0	0.98	2	0.7	2	-2	1
CC(C)c1ccc(N2C(=NC(=O)C3CC3)SC3CS(=O)(=O)CC32)cc1 (centres undefined)	0	1	2	1.1	-5	-1.4	-8	-2	0
O=C(CN(c1ccccc1)S(=O)(=O)c1ccccc1[N+](=O)[O-])Nc1ccccc1C(=O)N1CCOCC1	-7	0.93	-5	1.1	-3	0.2	-6	7	-2
Cc1cc(C)nc(Nc2nc(=O)c3ccccc3s2)n1	1	1.1	2	1.1	-4	-2.1	-9	-12	0
COc1ccc(C(C(=O)NCc2ccccc2)N(Cc2cccs2)C(=O)c2cnccn2)cc1 (centres undefined)	-1	1.1	2	1.1	-1	-1.3	-6	-11	-3
CC(=O)Nc1nc2c(ccc3ccccc32)s1	9	1	49*	1.1	0	-0.6	-5	-1	-1
COc1cccc(CN(C)C(=O)Cc2c[nH]c3ccccc23)c1	-8	1.2	-3	0.9	4	0.7	10	-17	1
CN(C)CCCNC(=O)N1c2ccccc2C=Cc2ccccc21	-2	1	-4	1.1	2	-0.6	-5	-3	2
COC(=O)C1=C(N)Oc2cc(C)n(C)c(=O)c2C1c1ccc(Cl)c(Cl)c1 (centres undefined)	-4	1.1	-18	1	-5	-16	-1	-13	-3
CC(C(=O)N1CCN(C(=O)c2ccco2)CC1)N1C(=O)NC2(CCCCC2C)C1=O (centres undefined)	0	0.87	-2	1.1	-7	-0.3	-8	13	-2
O=C(NCC(c1cccnc1)N1CCOCC1)C1CCCCC1 (centres undefined)	-2	0.98	0	0.93	5	0.4	7	2	4
Cc1ccc(S(=O)(=O)N2CCOCC2)cc1NC(=O)Cn1cc(C(F)(F)F)cc(Cl)c1=O	-4	0.99	0	1.1	-2	1.2	-6	1	-1
O=c1oc2ccc3ccccc3c2cc1-c1nc2ccccc2o1	-10	0.87	-4	0.89	-2	0.0	11	13	-18
COc1ccccc1NS(=O)(=O)c1cccc(NC(=O)c2nc3nc(C)cc(C)n3n2)c1	-7	1.1	-6	0.95	-1	1.8	5	-11	-1
COc1ccc(NC(C)=O)cc1CNC(=O)CN1CCOCC1	1	1.2	1	0.93	-1	0.2	7	-16	1
CC1CN(C(=O)COC(=O)c2ccc(Cl)c(S(=O)(=O)N3CCCCC3)c2)CC(C)O1 (centres undefined)	-4	0.95	-2	1.1	0	-0.2	-8	5	-1
CC(C)CCN1C(=O)c2ccc(-c3nc4ccccc4c(=O)o3)cc2C1=O	-1	0.82	0	0.97	-3	7.4	3	18	4
Cc1ccnc(NC(=O)c2sc3cc(Cl)ccc3c2Cl)c1	-2	1.2	-8	1.1	-4	2.6	-9	-17	-10
O=C(c1ccccc1)[C@H]1[C@H](c2ccccc2)[C@@]2(N=C(c3ccccc3)OC2=O)C2c3ccccc3C=NN21 (some centres undefined)	-6	0.96	-3	0.88	-4	nt	12	4	nt
CCOC(=O)C(=NC1CCS(=O)(=O)C1)NNc1ccc(Br)cc1 (centres undefined)	-5	0.83	-4	0.91	0	4.2	9	17	-5
Cc1cnc(NC(=O)CSc2nc3ccccc3c(=O)[nH]2)s1	2	0.95	6	0.91	-3	1.1	9	5	-1
Cc1ccc(S(=O)(=O)N(C)CC(=O)NCC(=O)Nc2ccc(F)c(F)c2F)cc1	-7	0.94	0	1	-4	0.3	0	6	1
N#CC1=C(N)Oc2cc(O)ccc2C1c1ccc(Br)s1 (centres undefined)	-6	0.85	-4	1.1	-2	23	-6	14	-1
O=C(CSc1nnc(NC2CCCCC2)s1)Nc1ccc2c(c1)C(=O)c1ccccc1C2=O	4	1.1	0	0.88	-4	9.6	12	-10	3
CC(NC(=O)c1cc2cc(Br)ccc2oc1=N)c1ccccc1 (centres undefined)	0	1	2	0.9	-6	-0.4	10	0	-6
COc1ccc(OC)c(S(=O)(=O)N2CCCCCC2)c1	4	1.2	-6	1.1	-1	2.0	-7	-21	-7
COc1ccccc1/C=C/c1nc(C#N)c(N(C)C)o1	-7	1.3	-7	1.3	-3	4.0	-27	-30	-1
CN(Cc1nc(C(c2ccccc2)c2ccccc2)no1)CC1COCCO1 (centres undefined)	-1	0.93	3	0.98	0	0.1	2	7	0
CC(C)=CCC/C(C)=C/CNC(=O)CC1C[C@H](C(=O)N2CCCCC2)[C@@]2(C)c3[nH]c4ccccc4c3CCN2C1=O (some centres undefined)	-5	1	-3	1.4	-4	2.5	-44	-4	-2
CCOc1ccc(NC(=O)CCNS(=O)(=O)c2cccc3nsnc23)cc1	-7	0.85	-2	0.96	-2	-3.1	4	15	3
Cc1ccc(S(=O)(=O)N2CCCC2C(=O)NC2=NCCS2)cc1 (centres undefined)	2	0.94	0	1.1	-5	0.7	-11	6	-2
COc1cc(/C=N/n2c(C3CCCCC3)n[nH]c2=S)ccc1O	26	1.2	-3	0.94	3	0.3	6	-16	0
Cc1ccc(C(=O)NCC(=O)NC2CCCCCC2)cc1	-4	1	-4	1.1	-1	-0.8	-6	0	1
CN(CC1COc2ccccc2O1)C(=O)CSc1ncccn1 (centres undefined)	-3	1	-2	0.96	-1	0.4	4	-1	0

Compound profiles, from the list above. Screens in order: A3G deaminase	hIAP activ	A3A deaminase	mIAP activ	beta cell repl	MPTP inh	mIAP block	hIAP inh	GRIN3A LBD mod
Entry for CN(Cc1nc(C(c2ccccc2)c2ccccc2)no1)CC1COCCO1 (centres undefined) : -1	0.93	3	0.98	0	0.1	2	7	0
Entry for CCOC(=O)C(=NC1CCS(=O)(=O)C1)NNc1ccc(Br)cc1 (centres undefined) : -5	0.83	-4	0.91	0	4.2	9	17	-5
